# Source: PubChem
# TCR act – activates T cell receptor signaling | primary human leukocytes, anti-CD3, IL-2 HTRF, 48 h | Potency, µM (highest dose often 9.22 µM), without a hit: at the highest dose activation of IL-2 secretion, usual class: activators | 330,000 tested, under 10 active; note: % of control where 0% means no effect
#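 IL-2 produced over 48 hr by a-CD3 bead-stimulated primary human leukocytes exposed to compounds was detected with a homogeneous time-resolved FRET immunoassay, 665nm acceptor signal after 320nm excitation.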
# Chronic BCR inh – inhibitors of chronic active B-cell receptor signaling; ABC-DLBCL IkBa-CBG/CBR reporter, luminescence ratio, 4 h; Potency, µM (highest dose often 46.1 µM), for the others: top-dose ratio change, negative = lower green/red ratio, usual class: inhibitors; 340,000 tested, 0.05% active; active = well fitted inhibition curve with a large enough effect in the signal ratio, with a control signal flat, not every such curve was filed as active; inconclusive = small, poorly fitted or top-dose-only effect, or effect the other way, or a change in a side signal; the % refers to the signal ratio;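 note: potency is the fitted concentration of half-maximal effect; plate controls were basal doxycycline-induced cells for no effect and cells given 10 µM MG132 for full effect; MG132 reads +100%, hits lower the ratio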
#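 Cell line TMD8 (human ABC DLBCL), stably expressing tet-inducible CBG68-IkBa fusion and CBR; IMDM/0.5% FBS; cpd up to 46 uM; dox induction, 4 h, 37C/5% CO2; dual luminescence; green/red ratio; MG132 control.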
# uPA surface inh – blocks generation of uPA at the cell surface; cell surface uPA generation assay, qHTS; Potency, µM (doses to about 38.3 µM), without a hit: at the highest dose activity change, negative = inhibition, most hits filed as inhibitors; 330,000 tested, 0.31% active; active = well fitted inhibition curve with a large enough effect; inconclusive = small, poorly fitted or top-dose-only effect; inactive = no such curve, though single readings can be large or run the other way; tested in mouse RAW 264.7 cells; note: potency is the fitted concentration of half-maximal effect; % is set by controls: 0 for no effect and ±100 for the full control effect; nearly all actives have a fitted effect of over 55% in size
# TSG101-PTAP inh – blocks PTAP/TSG101 interaction to inhibit HIV-1 budding; Q99816; Fluorescence polarization, FITC-PTAP peptide / Tsg101 binding; Potency, µM (series often up to 115 µM), without a hit: top-dose activity change, negative = inhibition, usual class: inhibitors; 340,000 tested, under 10 active; active = well fitted inhibition curve with a large enough effect in the main read-out, with a control signal flat, not every such curve was filed as active; inconclusive = small, poorly fitted or top-dose-only effect, or effect the other way, or a change in a side signal; inactive = no such curve, though single readings can be large or run the other way; note: potency is the fitted concentration of half-maximal effect; % of control where 0% means no effect
#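 Fluorescence polarization binding of Tsg101 binding domain (10 uM final) to FITC-labeled PTAP peptide (50 nM final) in HEPES pH 7.5 buffer with NaCl, Tween 20, EDTA, TCEP. Compounds added before peptide; binding 20 min at RT.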
# USP2a block – blocks human ubiquitin-specific protease USP2a. O75604. USP2 core, Ub-CHOP2 coupled fluorogenic reporter, 485/531. Potency, µM (titrated, usually from 38.3 µM), for inactives: at the top dose activity change, negative = inhibition, most hits filed as inhibitors. 330,000 tested, 0.01% active;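 note: potency is the fitted concentration of half-maximal effect; plate controls were DMSO wells for no effect and full inhibition by NEM control for full effect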
# Target sequence (O75604 whole entry, looked up): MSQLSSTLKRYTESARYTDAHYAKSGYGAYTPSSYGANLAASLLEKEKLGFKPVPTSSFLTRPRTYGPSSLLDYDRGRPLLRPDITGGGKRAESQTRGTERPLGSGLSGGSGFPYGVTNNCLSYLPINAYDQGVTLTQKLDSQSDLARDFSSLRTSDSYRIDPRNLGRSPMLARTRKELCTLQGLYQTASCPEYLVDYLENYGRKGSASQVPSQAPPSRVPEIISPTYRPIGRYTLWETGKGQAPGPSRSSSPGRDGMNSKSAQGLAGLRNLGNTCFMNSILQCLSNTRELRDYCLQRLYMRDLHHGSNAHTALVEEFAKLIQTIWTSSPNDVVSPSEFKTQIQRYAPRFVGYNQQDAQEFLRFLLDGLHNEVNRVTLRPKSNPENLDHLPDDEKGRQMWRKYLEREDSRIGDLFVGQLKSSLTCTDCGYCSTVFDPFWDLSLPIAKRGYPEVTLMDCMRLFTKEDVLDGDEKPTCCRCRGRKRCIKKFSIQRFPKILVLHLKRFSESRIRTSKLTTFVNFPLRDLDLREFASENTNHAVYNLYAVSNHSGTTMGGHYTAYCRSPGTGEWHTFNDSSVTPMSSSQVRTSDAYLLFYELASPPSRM
#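 USP2 core (10nM final) preincubated 30min RT with compound in 20mM Tris-HCl pH 8.0, 2mM CaCl2, 2mM beta-mercaptoethanol, 0.05% CHAPS; 25nM Ub-CHOP2 plus 25nM reporter substrate added, fluorescence (Ex485/Em531) read after 60min.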
# TSHR antagonist – antagonists of human thyroid stimulating hormone receptor | activity change, negative = inhibition, % at 11.5 µM | P16473 | TSHR-expressing cells, TSH-stimulated cAMP HTRF, 2 h; stronger effect = lower value | 330,000 tested, 0.2% active;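 active = activity change below a set negative limit, meaning inhibition stronger than a set level, cut at about -70% in these data; inconclusive = activity change between two set negative limits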; note: % is set by controls: 0 for no effect and ±100 for the full control effect
#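 TSHR-expressing cells, 200/well, pre-treated with compound, then stimulated with EC80 TSH (4nM final) for 2 hours at 37 deg C. cAMP measured by competitive HTRF: anti-cAMP cryptate antibody in lysis buffer plus cAMP-d2, read after 30 minutes at room temperature.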
# ELG1 repair inh – inhibitors of ELG1-dependent DNA repair in HEK293T cells; HEK293T ELG1-luciferase reporter, luminescence, 16 h; DNA damage induced by 5-fluorouridine; Potency, µM (top dose mostly 46.1 µM), for the others: at the top dose activity change, negative = inhibition, actives largely listed as inhibitors; 330,000 tested, 2.3% active; AID 504467; note: potency is the fitted concentration of half-maximal effect; % is set by controls: 0 for no effect and ±100 for the full control effect; nearly all actives have a fitted effect of over 55% in size
#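 Overnight (16 hr) co-exposure of 2,000 cells/well to 5-fluorouridine and compound at 37 °C preceded detection. Luciferase was quantified via ONE-Glo luminescence; loss of signal denotes inhibition.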
# Mito fusion act – inhibitors of mitochondrial division or activators of mitochondrial fusion; S. cerevisiae fusion-defective mutant growth rescue, CellTiterGlo 48 h; Potency, µM (top dose mostly 46.1 µM), for inactives: at the highest dose growth rescue (activation), usual class: activators; 320,000 tested, 0.23% active;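 note: potency is the fitted concentration of half-maximal effect; % of control where 0% means no effect; nearly all actives have a fitted effect of over 45% in size; temperature-sensitive fusion mutants such as fzo1-1 at 37 °C on non-fermentable ethanol glycerol medium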
#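 Yeast fusion mutant, YPEG (non-fermentable carbon), compound, 48 h at 37C non-permissive; CellTiterGlo added, 10 min RT, luminescence read. Rescued growth = division inhibition.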
# B2AR arrestin – agonists driving beta-arrestin recruitment to human beta2-adrenergic receptor; Potency, µM (highest dose often 46.1 µM), for inactives: top-dose activation, hits mostly activators; P07550; 330,000 tested, 0.02% active; beta-arrestin recruitment to beta2AR, cell-based reporter;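 note: potency is the fitted concentration of half-maximal effect; 0% = DMSO controls and full agonism = EC100 isoproterenol or metaproterenol; nearly all actives have a fitted effect of over 65% in size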
# Tb PFK block – blocks T. brucei phosphofructokinase | 330,000 tested, 0.17% active | O15648 | T. brucei PFK, ADP-Glo luminescence | Potency, µM (series often up to 57.5 µM), for the others: top-dose activity, negative = inhibition, actives largely listed as inhibitors;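 note: potency is the fitted concentration of half-maximal effect; 0% = uninhibited 1x PFK enzyme wells and -100% = no-enzyme wells; nearly all actives have a fitted effect of over 60% in size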
# Target sequence (O15648 whole entry, looked up): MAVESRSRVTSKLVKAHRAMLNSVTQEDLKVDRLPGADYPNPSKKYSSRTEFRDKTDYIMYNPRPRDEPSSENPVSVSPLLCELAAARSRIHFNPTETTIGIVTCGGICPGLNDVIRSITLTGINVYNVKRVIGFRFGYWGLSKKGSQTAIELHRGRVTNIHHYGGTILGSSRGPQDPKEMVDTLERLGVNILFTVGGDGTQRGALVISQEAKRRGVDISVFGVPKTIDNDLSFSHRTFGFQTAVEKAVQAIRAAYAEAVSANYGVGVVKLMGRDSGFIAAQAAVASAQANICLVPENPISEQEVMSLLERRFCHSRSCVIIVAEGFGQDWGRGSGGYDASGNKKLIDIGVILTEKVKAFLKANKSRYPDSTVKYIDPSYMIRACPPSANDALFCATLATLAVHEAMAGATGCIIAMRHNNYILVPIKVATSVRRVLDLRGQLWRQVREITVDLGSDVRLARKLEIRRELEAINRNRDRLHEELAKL
#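 Activity is normalized to no-enzyme wells (full inhibition) and 1.25 nM enzyme wells (no inhibition). Reaction: 0.5 mM F6P, 0.1 mM ATP, 45 min RT, ADP-Glo luminescence; concentration-response curves fitted and classed by quality.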
# Eya2 inh – blocks the phosphatase activity of human Eya2; O00167; recombinant Eya2, OMFP fluorescence dephosphorylation (OMFP is methylfluorescein phosphate); Potency, µM (top dose mostly 76.9 µM), for the others: at the top dose activity, negative = inhibition, usual class: inhibitors; 330,000 tested, 0.006% active; AID 488837; note: potency is the fitted concentration of half-maximal effect; % is set by controls: 0 for no effect and ±100 for the full control effect
#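 Eya2 (0.2 uM) preincubated 10 min at ambient with compound, then OMFP substrate added at 50 uM; 10 min reaction in 50 mM HEPES pH 7.5, 50 mM NaCl, 5 uM MgCl2, 0.05% BSA, 1 mM DTT. Fluorescence read at Ex 485/Em 525 nm.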
# Active calls of the source: *; ? = inconclusive; · = no result given; [ ] = dose if it differs, or a comment. Unless noted, calls come from the whole dose curve; as a rule, active = well fitted curve in the direction sought with a large enough effect; inconclusive = small, poorly fitted or top-dose-only effect, or another doubt; inactive = no such curve, though single readings can be large; an effect the other way counts as inactive or inconclusive.
# Values run as follows: ELG1 repair inh, Tb PFK block, uPA surface inh, USP2a block, B2AR arrestin, Mito fusion act, TSG101-PTAP inh, TSHR antagonist, Chronic BCR inh, Eya2 inh, TCR act
1	Cc1onc(-c2ccccc2)c1C(=O)Nc1ccccc1NC(=O)c1c(-c2ccccc2)noc1C
→ -11%, 0%, 0%, 2%, -0.1%, -1%, -3%, -5, -1%, 5%, 13%
2	COc1ccc(C(C(=O)NC2CCCCC2)N(Cc2cccs2)C(=O)Cc2c[nH]c3ccccc23)cc1 (configuration not stated)
→ ?, 0%, ·, 3%, -0.1%, 7%, -4%, -5, 0%, -9%, 4%
3	CN(C(=O)CSc1nnc(-c2ccc3c(c2)OCO3)o1)C1CCS(=O)(=O)C1 (configuration not stated)
→ 6%, -2%, -19%, 1%, -0.2%, -2%, -5%, 7, -1%, -2%, 6%
4	O=C(CCCc1ccccc1)NCc1ccc(Cl)cc1
→ ?, 1%, 12%, 1%, -0.4%, -3%, -1%, -22, ?, -14%, -3%
5	CC(C)CCNC(=O)CCCCn1c(=O)[nH]c2ccsc2c1=O
→ 4%, -7%, 0%, 3%, 0.1%, -1%, -1%, -5, 2%, 8%, 5%
6	COc1cc(C2c3c(-c4cc(C)cc(C)c4O)n[nH]c3C(=O)N2CCCO)cc(OC)c1OC (configuration not stated)
→ 3%, 1%, 2%, -1%, 0.3%, 0%, -6%, -13, -9%, 4%, 8%
7	COc1ccc(CC(=O)N2CCc3ccccc3C2)cc1
→ ?, -8%, 0%, 2%, -0.9%, 1%, -1%, -3, ?, 5%, -1%
8	C=CCNc1nc(C)c(C(C)=O)cc1C#N
→ 12%, 1%, -1%, 2%, -0.1%, 5%, -1%, 7, 4%, -25%, 4%
9	Cc1ccccc1Cn1c(=O)n(CC2CCC(C(=O)NCCc3ccccc3)CC2)c(=O)c2ccccc21 (configuration not stated)
→ 5%, 7%, 1%, 5%, 0.3%, 3%, 0%, 17, -2%, -15%, 4%[46.1 µM]
10	COc1ccccc1CNC(=O)c1ccc(-c2ccccc2C(F)(F)F)o1
→ 1%, 2%, -9%, 3%, -1.5%, ?, 2%, 3, -11%, -6%, 1%
11	CC(/C=C/c1ccc2c(c1)OCO2)=N\NC(=O)C(O)c1ccccc1 (configuration not stated)
→ 0%, 3%, -3%, 1%, -0.3%, -10%, 1%, 3, 1%, -10%, 5%
12	O=C1N(c2cccc3ccccc23)C(c2ccccc2)N2CCCN12 (configuration not stated)
→ -1%, -20%, 0%, 8%, -0.5%, 3%, 2%, 2, ?, 1%, 12%[46.1 µM]
13	N#Cc1ccc(N2CCN(C(=O)c3cccc(F)c3)CC2)c(F)c1
→ -9%, 5%, 3%, 4%, 0.3%, 0%, -3%, -7, -1%, 1%, 11%[46.1 µM]
14	COc1cc(/C=C\C(=O)OCn2nnc3ccccc3c2=O)cc(OC)c1OC
→ 11%, 0%, -16%, 10%, -0.1%, 13%, 0%, -14, ?, 8%, 1%
15	CCO/N=C(/C)c1c(O)c(C)c(-c2ccccc2)n(-c2ccccc2)c1=O
→ 3%, 0%, 2%, 1%, -1.2%, ?, 0%, -20, -2%, -1%, -3%[46.1 µM]

# Entries 2–3, quoted:
# Values run as follows: ELG1 repair inh, Tb PFK block, uPA surface inh, USP2a block, B2AR arrestin, Mito fusion act, TSG101-PTAP inh, TSHR antagonist, Chronic BCR inh, Eya2 inh, TCR act
2	COc1ccc(C(C(=O)NC2CCCCC2)N(Cc2cccs2)C(=O)Cc2c[nH]c3ccccc23)cc1 (configuration not stated)
→ ?, 0%, ·, 3%, -0.1%, 7%, -4%, -5, 0%, -9%, 4%
3	CN(C(=O)CSc1nnc(-c2ccc3c(c2)OCO3)o1)C1CCS(=O)(=O)C1 (configuration not stated)
→ 6%, -2%, -19%, 1%, -0.2%, -2%, -5%, 7, -1%, -2%, 6%

# Next part.
# Values run as follows: ELG1 repair inh, Tb PFK block, uPA surface inh, USP2a block, B2AR arrestin, Mito fusion act, TSG101-PTAP inh, TSHR antagonist, Chronic BCR inh, Eya2 inh, TCR act
16	Cc1ccc(NC(=O)CSc2nc3ccccc3c(=O)n2CCCC(=O)NCCCN2CCOCC2)cc1
→ 8%, 4%, -1%, -1%, -0.1%, -3%, -2%, 12, ?, 1%, -5%
17	CCN(CC)S(=O)(=O)c1ccc(C2CNC(=O)C2)cc1 (configuration not stated)
→ 17%, -4%, 17%, 0%, -0.6%, -8%, 0%, 1, 8%, 5%, -1%
18	Cc1c(C(=O)OCC(=O)NCCN2C(=O)CSC2=O)oc2c1ccc1ccccc12
→ ?, 2%, -2%, -1%, 0.3%, -7%, 0%, -11, -5%, -2%, -3%[46.1 µM]
19	COC(=O)c1ccc(-c2sc3nc(N4CCOCC4)c4c(c3c2N)CC(C)(C)OC4)o1
→ 5.2µM*, -13%, -2%, 3%, 0.3%, -4%, 0%, 2, -17%, 8%, -12%
20	CC(=O)N/C(=C/c1ccccc1)C(=O)N1CCCCC1
→ -1%, 4%, -3%, 3%, 0.1%, -4%, -6%, 1, 15%, -11%, -4%[46.1 µM]
21	CC1CCCC(C)N1C(=O)CSc1nc2ncnc(N)c2[nH]1 (configuration not stated)
→ 13%, 0%, -9%, 3%, 0.0%, 1%, -1%, -10, 0%, -7%, 6%
22	COc1cccc(N2CCCn3c2nc2c3c(=O)n(CCN3CCOCC3)c(=O)n2C)c1
→ 4%, 0%, ·, 4%, -3.3%, 1%, ·, 0, 1%, 23%, ·
23	COc1ccccc1Nc1nc(NCCCN(C)C)nc(N)c1[N+](=O)[O-]
→ 6%, 4%, 5%, -1%, 0.0%, 0%, 0%, -1, ?, 0%, 8%
24	O=C(NC(Cc1ccccc1)C(=O)O)C1CCN(S(=O)(=O)c2ccccc2C(F)(F)F)CC1 (configuration not stated)
→ 27%, 0%, 0%, 1%, -0.8%, ?, -5%, 13, 2%, 15%, 7%
25	CC(=O)Nc1ccc(-n2c(C)ccc2C)cc1
→ ?, -4%, 2%, -2%, -0.1%, -1%, -2%, -4, -42%, -24%, 4%
26	O=c1c2cc(NC(=S)N3CCCCC3)ccc2nc2n1CCCCC2
→ -5%, -2%, 1%, -1%, -0.1%, -2%, 0%, -4, ?, 16%, -5%
27	COc1ccc(Cc2nnc(NC(=O)Nc3cccc(OC)c3)s2)cc1
→ 12%, -1%, 11%, 9%, 0.4%, 9%, -3%, -3, -4%, 6%, 2%
28	CCCc1nnc(NC(=O)CCC(=O)NC2CCCc3ccccc32)s1 (configuration not stated)
→ 13%, 9%, -10%, 6%, 0.1%, 2%, 0%, 2, 0%, 5%, -4%[46.1 µM]
29	COCCCNC(=O)C[C@H]1C[C@H](C(=O)N2CCOCC2)[C@@]2(C)c3[nH]c4ccc(Cl)cc4c3CCN2C1=O
→ -10%, -2%, ?, 3%, 1.3%, ·, -3%, 12, 2%, 5%, -1%[46.1 µM]
30	Cc1ccc(S(=O)(=O)Nc2ccc3c(c2)C(=O)N([C@H](C)CO)C[C@@H](C)[C@@H](CN(C)C(=O)Nc2cccc4ccccc24)O3)cc1
→ ?, 3%, -13%, -1%, -0.6%, ·, 0%, 19, -14%, 0%, -2%
31	O=C(O)c1oc2ccccc2c1-n1cccc1
→ 0%, 0%, 1%, 2%, 0.1%, -4%, -7%, -9, -10%, 5%, -2%
32	CC(C)(C)OC(=O)N1CCN(C(=O)c2[nH]cnc2C(=O)NCc2ccccc2)CC1
→ 1%, 2%, 5%, 2%, -0.5%, -9%, 0%, 3, 0%, -8%, 0%

# Ordered by the number under uPA surface inh (highest first): three from the list above.
cpd	SMILES	uPA surface inh
19	COC(=O)c1ccc(-c2sc3nc(N4CCOCC4)c4c(c3c2N)CC(C)(C)OC4)o1	-2%
21	CC1CCCC(C)N1C(=O)CSc1nc2ncnc(N)c2[nH]1 (configuration not stated)	-9%
28	CCCc1nnc(NC(=O)CCC(=O)NC2CCCc3ccccc32)s1 (configuration not stated)	-10%
